mIAP act – activators of mouse IAP, primary screen, biochemical, luminescence, uHTS; activation factor at 10 µM; 330,000 tested, 0.24% active; AID 2805, 2010; muIAP, CDP-Star luminescence, 30 min; active compounds read high; 1 = vehicle-only enzyme signal, 0 = enzyme-free wells; intestinal alkaline phosphatase [Mus musculus];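 active means activation factor of at least 2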; further: the source names both 10 and 20 µM as test concentration; values of inactives mirror those of a sister screen read the other way
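Assay system: mouse IAP enzyme / Compound: DMSO-dissolved test compounds / Timing: 30 min, room temperature / Measured by: luminescence from enzymatic CDP-Star hydrolysis / Control set: DMSO-only wells, enzyme-free buffer wells as negative control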
hIAP act – human IAP activators, primary screen, biochemical, luminescence, uHTS; Intestinal-type alkaline phosphatase (Homo sapiens), P09923; purified human IAP, CDP-Star luminescence, 30 min; active compounds read high; 1 = vehicle-only enzyme, 0 = enzyme-free background; activation factor at 10 µM; 330,000 tested, 0.16% active; AID 2524, 2010;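 active means activation factor of the enzyme at least 2-fold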; further: the source names both 10 and 20 µM as test concentration; values of inactives mirror those of a sister screen read the other way
A3A deaminase – APOBEC3A ssDNA deaminase inhibitors, primary screen, selectivity assay for APOBEC3G inhibitor project, biochemical, FAM/TAMRA oligo cleavage fluorescence; 330,000 tested, 0.41% active; inhibition, % at 20 µM; DNA dC->dU-editing enzyme APOBEC-3A (Homo sapiens), P31941; recombinant A3A, FAM/TAMRA ssDNA deamination fluorescence;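 active means at least 40% inhibition at 20 µM here, with at most 30% in a related deaminase screen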;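 further: plate controls were A3A with DMSO for no effect and wells lacking A3A enzyme for full effect; some results filed as inactive read as strong as hits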
Target sequence (P31941 whole entry, looked up): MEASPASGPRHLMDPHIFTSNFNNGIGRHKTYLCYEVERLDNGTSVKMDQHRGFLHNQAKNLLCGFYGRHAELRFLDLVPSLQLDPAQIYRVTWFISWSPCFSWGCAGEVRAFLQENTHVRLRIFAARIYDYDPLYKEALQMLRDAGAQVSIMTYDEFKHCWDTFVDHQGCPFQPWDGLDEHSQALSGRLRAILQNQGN
HKDC1 inhibitor – HKDC1 hexokinase inhibitors, primary screen, biochemical, fluorescence, uHTS. 340,000 tested, 0.16% active. inhibition, % at 20 µM. recombinant HKDC1, G6PDH/diaphorase resazurin coupled fluorescence. AID 493160, 2011. Q2TB90;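 active means inhibition above about 35% when tested at 20 µM, limit read from the data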;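 further: plate controls were DMSO wells with enzyme for no effect and DMSO wells lacking enzyme for full effect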
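Test system: recombinant HKDC1 (HK5) hexokinase enzyme, produced in-house; Amount: enzyme 5 µg/mL final; Buffer or medium: Tris pH 8.0 buffer with MgCl2, Tween-20, BSA, BME; Reagent: glucose and ATP substrates; Doses: 20 µM test compound, 1% DMSO; Incubation: 90 min reaction incubation at room temperature, dark; Detection: resorufin fluorescence at 613 nm.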
ATG4B inhibitor – ATG4B protease inhibitors, primary screen, biochemical, fluorescence, uHTS; Cysteine protease ATG4B (Homo sapiens), Q9Y4P1; ATG4B cleavage of LC3-PLA2, NBD-HPC fluorescence, 1 h; inhibition, % at 8.33 µM; 340,000 tested, 0.51% active; in the data active means inhibition above about 40%
Target sequence (Q9Y4P1 whole entry, looked up): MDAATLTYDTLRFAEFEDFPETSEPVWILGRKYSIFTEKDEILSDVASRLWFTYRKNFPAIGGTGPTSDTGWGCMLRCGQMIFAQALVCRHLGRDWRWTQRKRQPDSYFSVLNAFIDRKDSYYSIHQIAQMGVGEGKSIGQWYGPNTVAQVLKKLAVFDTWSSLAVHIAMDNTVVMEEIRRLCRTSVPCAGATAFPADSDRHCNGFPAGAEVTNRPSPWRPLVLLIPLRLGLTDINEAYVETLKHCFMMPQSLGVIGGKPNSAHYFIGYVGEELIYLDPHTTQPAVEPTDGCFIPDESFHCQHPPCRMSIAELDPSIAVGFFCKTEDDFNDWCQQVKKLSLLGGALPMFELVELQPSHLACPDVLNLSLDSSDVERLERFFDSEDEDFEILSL
mIAP inh – inhibitors of mouse IAP, primary screen, biochemical, luminescence, uHTS | intestinal alkaline phosphatase [Mus musculus] | purified mouse IAP, CDP-Star luminescence, 30 min | inhibition, % at 10 µM | 330,000 tested, 0.2% active;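 active means inhibition of at least 40% at 10 µM in the primary screen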;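 further: plate controls were DMSO with enzyme for no effect and no enzyme wells for full effect; values of inactives mirror those of a sister screen read the other way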
PfGluPho inh – PfG6PD enzyme inhibitors, primary screen, biochemical, fluorescence intensity, uHTS. inhibition, % at 20 µM. glucose-6-phosphate dehydrogenase-6-phosphogluconolactonase (Plasmodium falciparum 3D7). AID 504690, 2011. 350,000 tested, 0.78% active. PfGluPho enzyme, NADPH resazurin-diaphorase fluorescence;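 active means inhibition reaching at least a set limit at 20 µM in the primary screen, cut at about 59% in these data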;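 further: 0% = DMSO wells with substrate and 100% = DMSO wells lacking glucose-6-phosphate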
hIAP block – human IAP inhibitors, primary screen, biochemical, luminescence, uHTS | Intestinal-type alkaline phosphatase (Homo sapiens), P09923 | purified IAP, CDP-Star luminescence, 30 min | inhibition, % at 10 µM | 330,000 tested, 0.12% active;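 active means inhibition reaching a set limit with compound at 10 µM in the primary screen, cut at about 35% in these data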;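 further: plate controls were DMSO wells with enzyme for no effect and no-enzyme buffer wells for full effect; values of inactives mirror those of a sister screen read the other way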
* hit, by the source's call. This is a random part of the collection, and some 2.4% of all compounds hit somewhere here.

mIAP act	hIAP act	A3A deaminase	HKDC1 inhibitor	smiles	ATG4B inhibitor	mIAP inh	PfGluPho inh	hIAP block
1	1	0	-1	COC(=O)c1ccsc1NC(=O)CCc1ccccc1	5	0	14	0
0.22	0.94	2	3	Oc1cc(O)cc(/C=C/c2ccc(O)c(O)c2)c1	-6	78*	49	6
0.94	1.1	-3	-4	Cc1ccccc1C(OCC(O)CN1CCC(C(N)=O)CC1)c1ccccc1 (stereo not given)	-8	6	14	-11
0.91	0.93	-1	-5	COc1cc(/C(C#N)=C/c2cccc3ccccc23)c([N+](=O)[O-])cc1OC	3	9	-6	7
0.83	0.93	1	5	CC(C)c1cccc(-c2ccc3c(c2)S(=O)(=O)c2cccc(C(=O)NCc4ccco4)c2C3=O)c1	12	17	2	7
0.99	1.1	-3	-11	CCCCOc1ccc(CC2CCC(=O)NC2=O)cc1 (stereo not given)	-3	1	-6	-12
0.94	0.99	-1	-1	Nc1nnc(CC(=O)N/N=C/c2cccc([N+](=O)[O-])c2)s1	3	6	-1	1
1	0.92	-3	-5	CCc1ccc(NC(=O)CSc2nc3ccccc3c(=O)n2CCCC(=O)N2CCCC2)cc1	-7	0	-5	8
1	1.1	0	-1	Cc1cccc(OCC(=O)Nc2ccc(C(=O)O)cc2NC(=O)COc2cccc(C)c2)c1	-4	-1	56	-7
0.99	1	-2	-10	Cc1ccc(C)c(NS(=O)(=O)c2cc(C(=O)N3CCCC3)ccc2Cl)c1	1	1	-18	0

One compound at a time (already shown).
CCCCOc1ccc(CC2CCC(=O)NC2=O)cc1 (stereo not given) as listed: mIAP act: 0.99; hIAP act: 1.1; A3A deaminase: -3; HKDC1 inhibitor: -11; ATG4B inhibitor: -3; mIAP inh: 1; PfGluPho inh: -6; hIAP block: -12
Oc1cc(O)cc(/C=C/c2ccc(O)c(O)c2)c1 as listed: mIAP act: 0.22; hIAP act: 0.94; A3A deaminase: 2; HKDC1 inhibitor: 3; ATG4B inhibitor: -6; mIAP inh: 78*; PfGluPho inh: 49; hIAP block: 6

Continuation:
mIAP act	hIAP act	A3A deaminase	HKDC1 inhibitor	smiles	ATG4B inhibitor	mIAP inh	PfGluPho inh	hIAP block
0.91	0.96	3	2	O=C(Nc1cccc2cccnc12)c1cccc(Cl)c1	-3	9	54	4
0.97	1.1	0	0	Cc1cc(C)c(NC(=O)C2CCN(c3cnccn3)CC2)c(C)c1	-9	3	1	-8
0.98	0.93	-7	-9	O=Cc1c(NCCN2CCCC2)c2ccccc2[nH]c1=O	-1	2	-15	7
0.93	1.1	-1	-8	Cc1cccc(NC(=O)CSc2nncn2-c2ccccn2)c1	0	7	-7	-5
0.98	1.1	1	-4	CN=C(Nc1ccccc1)SC1CC(=O)N(c2cccc(OC)c2)C1=O (stereo not given)	-1	2	8	-5
0.91	1	0	-4	CCN(CC)Cc1c(O)ccc2c(=O)c(Oc3ccccc3OC)coc12	-3	9	-11	0
1.1	0.98	2	-11	N#Cc1c(N)n[nH]c1CCCN	-4	-6	-13	2
1.1	1.2	-2	-2	O=C(Cn1cnc2ccccc2c1=O)Nc1cccc(-c2nnc3n2CCCCC3)c1	-3	-7	-17	-24
1	1.1	2	-7	Cc1ccc(Nc2nc(N)nc(CN3CCCCCC3)n2)c(C)c1	-1	-2	2	-14
1	0.77	0	0	COc1ccc(C(=O)CCNc2ccc(F)cc2)cc1	-2	-2	-2	23

Sorted by the number under hIAP block (descending): 7 of the compounds above
| molecule | hIAP block |
| --- | --- |
| Oc1cc(O)cc(/C=C/c2ccc(O)c(O)c2)c1 | 6 |
| O=C(Nc1cccc2cccnc12)c1cccc(Cl)c1 | 4 |
| N#Cc1c(N)n[nH]c1CCCN | 2 |
| COC(=O)c1ccsc1NC(=O)CCc1ccccc1 | 0 |
| CN=C(Nc1ccccc1)SC1CC(=O)N(c2cccc(OC)c2)C1=O (stereo not given) | -5 |
| Cc1ccccc1C(OCC(O)CN1CCC(C(N)=O)CC1)c1ccccc1 (stereo not given) | -11 |
| Cc1ccc(Nc2nc(N)nc(CN3CCCCCC3)n2)c(C)c1 | -14 |

The results go on:
mIAP act	hIAP act	A3A deaminase	HKDC1 inhibitor	smiles	ATG4B inhibitor	mIAP inh	PfGluPho inh	hIAP block
1	0.95	-2	-11	Cc1nn(C(=O)c2nn(C)cc2[N+](=O)[O-])c(C)c1Cl	-9	-2	-10	5
0.95	1.2	-1	-6	CCOc1ccc(C(=O)N[C@H](C(=O)Nc2ccccc2OC)C(C)C)cc1	-1	5	22	-24
0.96	1	-2	6	C=CCn1c(C)c(C(C)=O)cc(NC(=O)c2ccccc2)c1=O	-7	4	-3	-3
1	1.2	-2	-2	COC(=O)CCC(=O)Nc1cccc([N+](=O)[O-])c1	-4	-3	-8	-20
0.92	1.1	-5	1	Cc1cc(C)c2nc(N(CCCN(C)C)C(=O)c3ccc(S(=O)(=O)N4CCCCCC4)cc3)sc2c1	4	8	-15	-6
1	0.94	1	-8	CCC(C)C(NC(=O)OCc1ccccc1)C(=O)NCC(c1ccccc1)N(C)C (stereo not given)	3	-5	-2	6
0.97	0.94	-2	-6	O=C(Nc1nccs1)NC(C(F)(F)F)C(F)(F)F	-2	3	-6	6
0.94	1.1	0	-4	O=C(CSCc1cnn(-c2ccccc2)c1-n1cccc1)NCc1cccs1	25	6	-14	-9
0.95	1.1	2	4	O=C(CSc1cc([N+](=O)[O-])cc(S(=O)(=O)Cc2ccccc2)c1)NC1CC1	-11	4	32	-6
0.89	0.91	-1	4	Cc1nnc(SCc2ccc(Cl)cc2)nc1/C=C/N(C)C	-15	11	15	9
0.97	1.1	-4	-4	COc1ccc(Cc2noc(CN3CCN(C4CCc5ccccc5C4)CC3)n2)cc1OC (stereo not given)	-2	3	-1	-6
0.99	1.2	-4	-7	COCCNC(=O)c1ccccc1NS(=O)(=O)c1ccc(Br)s1	11	1	-21	-16
0.92	0.9	0	-10	N#CC1=C(SCC(=O)Nc2ccccc2)NC(=O)CC1c1ccco1 (stereo not given)	0	8	4	10
1	1.1	-2	-5	O=S(=O)(c1ccccc1)N(Cc1ccc(Cl)cc1)c1ccncc1	-10	0	-7	-8
0.92	0.9	-3	0	NC(=O)/C(=N\O)c1ccccc1	-3	8	-15	10
0.86	1	-2	0	COc1ccc(/C=C2\SC(=S)N(CCC(=O)Nc3ccc(C(=O)O)cc3)C2=O)cc1OC	5	14	-5	-2
0.92	1.2	-2	0	COC(=O)c1cccc(NC(=O)CN2CCN(Cc3ccccc3)CC2)c1	4	8	-11	-20
3*	1.1	5	-3	C=CCc1cc(Cl)ccc1OC(=O)Nc1cccc(Cl)c1	10	-202	17	-9
0.91	1	-3	6	COc1ccc(CNc2nc3ccccc3n2CCN2CCCCC2)cc1	6	9	-5	-4
1	1	-6	2	Cn1nnnc1Sc1ncnc2scc(-c3cccs3)c12	-6	-2	27	-4
0.94	1.3	-1	-3	CSc1ccccc1NC(=O)CSc1nnc(COc2ccccc2)o1	-2	6	10	-29
1.1	0.85	-3	-2	COCCCNC(NC(=O)c1ccc(OC)cc1)C(Cl)(Cl)Cl (stereo not given)	-10	-11	-6	15
1.1	1.1	-3	5	CC(C)NC(=O)c1cc2cc([N+](=O)[O-])ccc2s1	3	-7	-11	-11
0.87	0.91	-3	0	CCC(C)(C)n1nnnc1CN1CCN(c2nc3cc(OC)ccc3cc2C#N)CC1	-22	13	5	9
0.99	0.89	3	6	NCCCNc1ccc([N+](=O)[O-])cc1C(F)(F)F	9	1	-6	11
0.94	1	-5	-4	COc1cccc(CNC(=O)C2CCN(c3nn4c(=O)cc(C)nc4s3)CC2)c1	7	6	7	-2
0.93	0.82	-5	-2	CCOc1ccc(C2C(C(=O)Nc3ccccc3)=C(C)N=c3s/c(=C/c4cccc(OCC(=O)O)c4)c(=O)n32)cc1 (stereo not given)	25	7	17	18
0.94	1	1	-5	COc1ccc(N(CC(=O)NCc2ccc3c(c2)OCO3)S(=O)(=O)c2ccccc2[N+](=O)[O-])c(OC)c1	-3	6	11	0
1.1	1.2	-3	-18	COc1cc(Cl)c(S(=O)(=O)NCc2ccccn2)cc1Cl	-4	-7	-6	-20
0.98	0.91	-1	-6	O=C(NC(Cc1ccccc1)C(=O)O)/C(=C/c1cccc([N+](=O)[O-])c1)NC(=O)c1ccco1 (stereo not given)	-10	2	3	9
0.97	1.1	-20	-7	CC(NC(=O)CCCN1C(=O)c2ccccc2C1=O)c1ccc2c(c1)CCCC2 (stereo not given)	-7	2	-6	-8
1	0.98	4	-2	Cc1ccc(NS(=O)(=O)c2ccc(-c3csc(C)n3)s2)c(C)c1	-7	0	6	2
1	0.95	2	-3	Cc1cccn2cc(CCNC(=O)c3ccco3)nc12	-4	0	-12	5
1.1	0.93	0	1	Nc1c(C(=O)CSc2nnc(-c3ccccc3)o2)c(=O)[nH]c(=O)n1C1CC1	-3	-6	-2	8
0.99	0.91	0	2	CCOc1ccc(C(C)=O)cc1Cn1nc(C(=O)O)c2ccccc2c1=O	1	1	31	9
0.93	0.92	2	-10	Cc1cc(=O)oc(C)c1C(=O)NCCC1=CCCCC1	0	7	12	8
1	1	-1	-8	O=C(c1cccc([N+](=O)[O-])c1)N1CCN(c2ccc(Cl)cc2)CC1	-16	-2	6	-1
1	0.85	1	2	O=C1Nc2ccc(Cl)cc2C(C#CC2CC2)(C(F)(F)F)O1 (stereo not given)	-3	-3	51	15
0.96	0.96	-1	7	Cc1c(N=Cc2ccc[nH]2)c(=O)n(-c2ccccc2)n1C	-6	4	7	4
1.1	0.93	-2	11	Cc1ccc(CSc2nc(-c3ccccc3)c(C#N)c(=O)[nH]2)cc1	49*	-6	-30	7
0.88	1	1	-12	Nc1nc(SCC(=O)NNc2c(Cl)cc(Cl)cc2Cl)n[nH]1	-3	12	6	-4

Limited to PfGluPho inh, for some of the entries so far:
Structure	PfGluPho inh
Nc1c(C(=O)CSc2nnc(-c3ccccc3)o2)c(=O)[nH]c(=O)n1C1CC1	-2
CCOc1ccc(C(C)=O)cc1Cn1nc(C(=O)O)c2ccccc2c1=O	31
Cc1cc(=O)oc(C)c1C(=O)NCCC1=CCCCC1	12
O=C(c1cccc([N+](=O)[O-])c1)N1CCN(c2ccc(Cl)cc2)CC1	6
O=C1Nc2ccc(Cl)cc2C(C#CC2CC2)(C(F)(F)F)O1 (stereo not given)	51
Cc1c(N=Cc2ccc[nH]2)c(=O)n(-c2ccccc2)n1C	7
Cc1ccc(CSc2nc(-c3ccccc3)c(C#N)c(=O)[nH]2)cc1	-30
